SUMO1 PPI mod: modulators of SUMO1 protein-protein interactions, primary screen, biochemical, uHTS; SUMO1 binding to a labelled peptide, TR-FRET, 1 h; Small ubiquitin-related modifier 1 (Homo sapiens), P63165; 360,000 compounds, 0.33% hits; AID 602429, 2012; inhibition, % at 20 µM; in the data active = inhibition above about 37%
Target sequence (P63165 whole entry, looked up): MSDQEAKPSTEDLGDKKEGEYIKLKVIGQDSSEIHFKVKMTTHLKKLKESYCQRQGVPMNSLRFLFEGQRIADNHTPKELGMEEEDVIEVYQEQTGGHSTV
STEP inh: STEP phosphatase inhibitors, primary screen, biochemical, fluorescence intensity, uHTS; recombinant STEP, OMFP fluorogenic substrate; inhibition, % at 20 µM; 360,000 compounds, 0.25% hits; AID 588621, 2011;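 active = inhibition at 20 µM, scaled per plate between control wells, above about 37%, limit read from the data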;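 also: 0% = DMSO with enzyme and substrate and 100% = substrate only without enzyme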
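medium = Bis-Tris buffer pH 6.0, 2.5 mM DTT, 0.005% Tween 20 | test system = STEP (striatal-enriched tyrosine phosphatase) enzyme, cell-free | measure = normalized % inhibition | compound dosing = 20 µM, 1% DMSO | also added = 25 µM OMFP | schedule = reaction 20 min, ambient temperature | measured by = fluorescence read at 480 nm ex / 540 nm em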
MsrA inh: bovine MsrA enzyme inhibitors, primary screen, biochemical, absorbance, HTS; Methionine sulfoxide reductase A (Bos taurus); purified bovine MsrA, absorbance read-out; AID 651718, 2012; 360,000 compounds, 0.75% hits; inhibition, % at 15.5 µM; in the data active = inhibition above about 4.5%;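 also: 0% = vehicle wells with enzyme and 100% = reference inhibitor wells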
eLon inh: inhibitors of E. coli Lon protease, primary screen, biochemical, fluorescence polarization; P0A9M0; purified E. coli Lon protease; inhibition, % at 7.94 µM; 360,000 compounds, 0.42% hits; in the data active = inhibition above about 13%, passing the limit was not always enough;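 also: 0% = enzyme with probe and DMSO and 100% = no enzyme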
Target sequence (P0A9M0 whole entry, looked up): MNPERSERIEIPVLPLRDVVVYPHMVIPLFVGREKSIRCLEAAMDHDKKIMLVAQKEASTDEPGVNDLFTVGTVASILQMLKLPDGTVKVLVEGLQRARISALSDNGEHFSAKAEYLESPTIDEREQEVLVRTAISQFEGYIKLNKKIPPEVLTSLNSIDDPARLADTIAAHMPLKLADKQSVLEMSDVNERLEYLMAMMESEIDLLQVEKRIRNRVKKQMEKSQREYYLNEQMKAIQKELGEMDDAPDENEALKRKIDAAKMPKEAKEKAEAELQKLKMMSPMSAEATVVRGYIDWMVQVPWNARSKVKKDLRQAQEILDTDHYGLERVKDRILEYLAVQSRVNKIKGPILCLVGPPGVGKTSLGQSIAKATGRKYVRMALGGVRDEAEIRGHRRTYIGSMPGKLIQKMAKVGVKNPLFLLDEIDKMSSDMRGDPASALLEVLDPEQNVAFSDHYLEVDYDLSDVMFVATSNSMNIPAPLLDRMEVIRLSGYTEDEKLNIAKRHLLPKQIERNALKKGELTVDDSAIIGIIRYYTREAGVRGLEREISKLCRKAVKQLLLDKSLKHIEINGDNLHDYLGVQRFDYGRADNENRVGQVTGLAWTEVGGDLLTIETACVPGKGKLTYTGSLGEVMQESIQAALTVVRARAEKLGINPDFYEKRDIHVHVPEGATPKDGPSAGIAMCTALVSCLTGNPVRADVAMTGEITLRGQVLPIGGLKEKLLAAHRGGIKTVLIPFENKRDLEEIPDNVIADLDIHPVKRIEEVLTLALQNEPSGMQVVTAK
bovine MsrA act: bovine MsrA enzyme activators, primary screen, biochemical, absorbance, HTS. Methionine sulfoxide reductase A (Bos taurus). purified bovine MsrA, absorbance read-out. activation, % at 10.6 µM. 360,000 compounds, 0.3% hits; in the data active = activation above about 7.5%;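 also: 0% = vehicle and 100% = reference activator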
Tb MetRS inh: T. brucei MetRS inhibitors, primary screen, biochemical, luminescence | purified T. brucei MetRS, ATP depletion, Kinase-Glo luminescence | inhibition, % at 11.9 µM | 360,000 compounds, 0.4% hits;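 active = inhibition above a per-plate cutoff of the control wells' mean inhibition plus 3 SD, cut at about 5.5% in these data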;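 also: 0% = DMSO wells median and 100% = median of wells with control inhibitor compound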
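Dosing: 11.9 µM compound single dose, 0.9% DMSO; Assay system: purified T. brucei MetRS enzyme; Measured by: Kinase-Glo luciferase luminescence reporting remaining unconsumed ATP; Schedule: 15 min plus 2 h at 25 °C.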
NRP1-CendR mod: modulators of CendR peptide binding to NRP-1, primary screen, biochemical, fluorescence polarization, uHTS; inhibition, % at 25 µM; FAM-RPARPAR peptide binding to NRP-1; Neuropilin-1 (Homo sapiens), O14786; AID 602438, 2012; 360,000 compounds, 0.85% hits;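 active = inhibition or corrected inhibition above about 18%, plus a signal ratio from 0.5 to 1.5, limit read from the data, passing the limit was not always enough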; also: strong numbers were not always called active
Scp-1 inhibitor: Scp-1 phosphatase inhibitors, primary screen, biochemical, colorimetric, uHTS. Carboxy-terminal domain RNA polymerase II polypeptide A small phosphatase 1 (Homo …. Recombinant Scp1, phosphopeptide, malachite green phosphate absorbance. inhibition, % at 20 µM. 340,000 compounds, 0.88% hits. AID 493091, 2011;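 active = inhibition above about 50% at 20 µM, limit read from the data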;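 also: plate controls were DMSO wells with enzyme for no effect and wells lacking enzyme for full effect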
Target sequence (Q9GZU7 76-261 limits assumed): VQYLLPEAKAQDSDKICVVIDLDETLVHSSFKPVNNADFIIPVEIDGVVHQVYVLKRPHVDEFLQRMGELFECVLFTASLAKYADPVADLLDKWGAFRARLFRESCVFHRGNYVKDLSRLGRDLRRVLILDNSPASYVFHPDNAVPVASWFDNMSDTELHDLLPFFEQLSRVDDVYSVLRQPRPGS
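Times: enzyme reaction 45 min at room temperature, colour 5 min, stabilisation 30 min. Material: SCP-1 catalytic fragment, aa 76-261. Medium: Acidic Tris acetate buffer with magnesium and detergent. Signal: colorimetric free-phosphate detection, absorbance 630 nm. Read-out basis: % inhibition of SCP-1 phosphate liberation. Reagent: Phosphorylated 17-residue peptide substrate.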
DNMT1 inh: human DNMT1 methyltransferase inhibitors, primary screen, biochemical, molecular beacon, fluorescence, HinP1I cleavage, uHTS | DNA (cytosine-5)-methyltransferase 1 (Homo sapiens), P26358 | 360,000 compounds, 0.83% hits | inhibition (reported as % activation of signal), % at 10 µM; in the data active = inhibition above about 50%
LMPTP block: LMPTP phosphatase inhibitors, primary screen, biochemical, fluorescence intensity, uHTS. inhibition, % at 20 µM. 360,000 compounds, 0.22% hits. AID 651560, 2012. recombinant LMPTP-A, OMFP fluorogenic substrate. Low molecular weight phosphotyrosine protein phosphatase (Homo sapiens), P24666;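 active = compounds that cut the enzyme signal by at least half of the control window in the single-dose screen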;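 also: plate controls were DMSO wells with enzyme plus substrate for no effect and substrate without enzyme for full effect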
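Test system – LMPTP-A enzyme · Amount – LMPTP-A at 0.625 nM final in the reaction · Buffer or medium – Bis-Tris pH 6.0, DTT, detergent · Reagent – OMFP 400 µM · Doses – single 20 µM dose · Schedule – reaction 50 min, room temperature, dark · Detection – fluorescence intensity of OMFP turnover product · Evaluation – percent inhibition versus substrate-only and uninhibited controls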
The depositor's hits bear a star; x = not tested or not shown. The order is random (roughly 4.3% active in at least one column).

SMILES	SUMO1 PPI mod	STEP inh	MsrA inh	eLon inh	bovine MsrA act	Tb MetRS inh	NRP1-CendR mod	Scp-1 inhibitor	DNMT1 inh	LMPTP block
COc1ccc(S(=O)(=O)N(C)C)cc1NC(=O)Cc1cccs1	1	-4	-0.4	-1	-3	0.5	-5	-12	-9	-1.2
CCN(CC)C(=O)C1CCCN(C(=O)c2cc(COc3ccc4ncccc4c3)on2)C1 (centres undefined)	-7	1	0.9	-8	-3	0.0	-6	-7	1	2.3
C[C@@H](CN1CCC[C@H]1CN1C(N)=NC[C@@H]1Cc1ccccc1)N1C[C@@H](Cc2ccccc2)N(CCc2ccc(Cl)c(Cl)c2)C1=N	-114	6	x	0	-3	-0.4	14	17	-28	49
CC(C)c1onc(C(=O)Nc2ccc3c(c2)OCO3)c1[N+](=O)[O-]	-10	-2	x	-2	2	0.5	1	-8	-6	1.3
CCn1c(=O)n(CC)c2cc(NS(=O)(=O)c3ccccc3)ccc21	3	-3	-0.2	1	-1	-0.2	6	1	1	-1.4
C=CCNc1nc(C(=O)OCC(=O)NCc2cccc(Cl)c2)cs1	-3	2	0.6	-9	-1	0.0	-14	-3	-1	0.2
CC(=O)Nc1ccc(S(=O)(=O)Nc2nnc(C)s2)cc1	4	1	0.1	-2	-5	-0.2	0	x	5	-1.0
COCCN1Cc2cccc(C(=O)NCC3CCN(CC(C)C)C3)c2C1=O (centres undefined)	1	2	-1.2	-11	0	-0.9	9	-8	-1	11
O=S(=O)(Nc1cccc(-c2nc3cccnc3s2)c1)c1ccc2c(c1)CCCC2	4	0	-0.9	-10	-8	-0.7	2	-4	-20	2.5
Cc1ccc(-n2[nH]c(C)c(/C=N/Nc3ccc([N+](=O)[O-])cc3[N+](=O)[O-])c2=O)cc1	-11	19	1.1	-9	0	-1.9	10	61*	-26	9.7
Cc1cccc(/C=C/c2onc(C)c2S(=O)(=O)N2CCC(C(=O)N3CCCCC3)CC2)c1	-2	6	x	-14	-4	-0.7	0	-5	-8	7.1
O=C(N/N=C/c1ccccc1)C1CCCN1C(=O)c1cc([N+](=O)[O-])cc([N+](=O)[O-])c1 (centres undefined)	-37	-2	-0.1	2	-1	-0.6	8	-11	0	-2.8
Cc1ccc(NC(=O)c2ccn(C)n2)c(Br)c1	0	-3	0.1	10	-5	-0.2	10	-1	5	-1.9
CCOC(=O)C[C@H]1c2ccc(C(F)(F)F)cc2S(=O)(=O)N1c1cccc(OC)c1	3	-1	0.2	11	0	-0.3	-6	44	8	3.0
CC(C)Sc1n[nH]c(=O)n1-c1cccc(C(F)(F)F)c1	0	3	-1.2	7	-2	-0.9	5	-7	6	-2.3

5 successive compounds already listed, for reference:
SMILES	SUMO1 PPI mod	STEP inh	MsrA inh	eLon inh	bovine MsrA act	Tb MetRS inh	NRP1-CendR mod	Scp-1 inhibitor	DNMT1 inh	LMPTP block
Cc1ccc(-n2[nH]c(C)c(/C=N/Nc3ccc([N+](=O)[O-])cc3[N+](=O)[O-])c2=O)cc1	-11	19	1.1	-9	0	-1.9	10	61*	-26	9.7
Cc1cccc(/C=C/c2onc(C)c2S(=O)(=O)N2CCC(C(=O)N3CCCCC3)CC2)c1	-2	6	x	-14	-4	-0.7	0	-5	-8	7.1
O=C(N/N=C/c1ccccc1)C1CCCN1C(=O)c1cc([N+](=O)[O-])cc([N+](=O)[O-])c1 (centres undefined)	-37	-2	-0.1	2	-1	-0.6	8	-11	0	-2.8
Cc1ccc(NC(=O)c2ccn(C)n2)c(Br)c1	0	-3	0.1	10	-5	-0.2	10	-1	5	-1.9
CCOC(=O)C[C@H]1c2ccc(C(F)(F)F)cc2S(=O)(=O)N1c1cccc(OC)c1	3	-1	0.2	11	0	-0.3	-6	44	8	3.0

(cont.)
SMILES	SUMO1 PPI mod	STEP inh	MsrA inh	eLon inh	bovine MsrA act	Tb MetRS inh	NRP1-CendR mod	Scp-1 inhibitor	DNMT1 inh	LMPTP block
CC1CCC2(CC1)NC(=O)N(CC(=O)N1c3ccccc3CC1C)C2=O (centres undefined)	7	-3	-1.1	-15	-1	-0.3	0	3	13	-0.7
CC(C)=CCC(C)(C)C1OCCN1C(=O)c1ccccc1 (centres undefined)	0	0	0.6	-1	3	-0.8	-4	-10	-2	0.5
C=CCN1C(=O)C(Cc2ccccc2)S/C1=N/N=C/c1cccs1 (centres undefined)	0	4	1.7	9	-1	-0.3	7	-7	-4	3.4
COc1ccc(NC(=O)c2oc3ccccc3c2NC(=O)c2ccc(OC)c(OC)c2)c(OC)c1	-6	-1	-1.8	-5	-7	-0.5	1	-9	2	1.0
COc1cccc(CN2CC(C(=O)NCc3cccc(N4CCCC4)c3)CCC2=O)c1 (centres undefined)	11	3	1.5	-15	0	-0.3	-16	-5	-5	22
COc1ccc2cc(C)c3nnc(SCC(=O)Nc4cc(OC)c(OC)cc4C(=O)O)n3c2c1	7	1	-0.9	-3	-6	-0.2	-6	1	2	-1.4
CCC(CC)NC(=O)CO/N=C/c1ccccc1OC(F)F	0	3	-0.9	-7	-4	-0.5	-2	-2	1	-2.5
COC(=O)CCSc1cc(NCCOC(C)=O)c([N+](=O)[O-])c2nonc12	-24	0	1.5	-1	-5	2.8	5	-3	-15	0.0
CC(=O)Nc1ccc(-c2nc(C)c(C(C)=O)n2O)cc1	-2	-1	2.3	-3	-5	-0.5	-8	-7	-6	-1.0
COc1ccccc1NC(=O)COc1ccc(Br)cc1CNC1CCCC1	-6	1	0.5	-9	5	-1.1	18	1	2	0.2
COc1ccc(S(=O)(=O)N2CCCc3ccccc32)cc1[N+](=O)[O-]	-21	-1	0.8	-5	-4	-1.3	-3	-19	-1	1.7
CCC1CC(CSC(=N)N)OC1=O (centres undefined)	5	-3	-0.4	16	-5	-0.8	2	-5	4	-3.0
O=C(N/N=C/c1ccc(O)cc1)c1ccc(COc2cc(Cl)ccc2Cl)o1	1	0	2.4	-5	-4	-0.6	-21	-1	-9	1.6
O=c1[nH]c2ccc(S(=O)(=O)N3CCC(Cc4ccccc4)CC3)cc2o1	0	0	0.0	1	0	-0.4	-2	-1	-1	0.9
CCOC(=O)Cc1csc(NC(=O)CCN2C(=O)c3cccc([N+](=O)[O-])c3C2=O)n1	-31	0	0.8	-13	0	-0.3	1	-8	0	-1.7
CN(C)S(=O)(=O)c1ccc(Cl)c(NC(=O)COC(=O)/C=C/c2ccc3ccccc3n2)c1	-4	2	0.2	1	-10	-0.4	3	5	2	-1.8
Cc1sc2ncn(CC(=O)Nc3c(F)cccc3F)c(=O)c2c1S(=O)(=O)N1CCC(C)CC1	0	3	-0.8	8	1	-0.5	0	-9	2	1.0
CCCc1cnc(N2CCN(C(=O)c3c(-c4ccccc4)noc3C)CC2)nc1	-2	1	-0.8	-2	-3	-0.4	6	-5	1	0.1
COC(=O)c1ccccc1NC(=O)CSCC(=O)Nc1ccccc1OC	3	-2	-0.3	-5	0	-0.1	-14	-8	-4	-0.2
CCc1ccc2oc(C(=O)Nc3nonc3C)c(C)c2c1	5	0	0.3	2	-3	-0.7	5	-9	1	0.0
CN(C)S(=O)(=O)N1CCN(S(=O)(=O)c2ccc(F)cc2)CC1	1	-2	0.0	-8	-10	-1.7	-7	-1	2	-1.0
COc1ccc(OCCN(C)CC(=O)Nc2c(C)cccc2C)cc1	-3	-3	1.3	9	-4	-0.5	5	-15	-2	3.1
COc1cc(-n2c(C)nc3cc(C(=O)NCC4CCCO4)ccc32)cc(OC)c1OC (centres undefined)	6	-3	0.9	-12	-2	-0.3	-4	-6	2	-0.8
O=C(Nc1ccn(Cc2c(F)c(F)cc(F)c2F)n1)c1ccc(COc2ccccc2Cl)cc1	0	-2	x	8	-12	-2.1	-10	-6	-1	2.4
CCc1nc2scc(-c3ccc(C)cc3)c2c(=O)n1N	3	-3	-0.4	0	-2	-0.3	1	-7	0	0.4
c1ccc(-c2nn3c(Cn4nnc5ccccc54)nnc3s2)nc1	9	4	0.1	0	-4	0.1	6	-6	3	6.2
CC1CCCC(C)N1CCCNC(=O)CCn1c(=O)c2cccn2c2cccnc21 (centres undefined)	-3	0	0.8	2	-3	-0.4	10	-10	2	-1.5
COc1ccc(CCNC(=O)c2ccc3nc(N4CCCCC4)sc3c2)cc1OC	3	3	0.5	-2	1	-0.4	5	-2	-4	-0.2
CCCNC(=O)C1=C(C)C(=O)OC12CCC(C)CC2 (centres undefined)	2	-2	-0.1	-7	-9	-1.1	-14	4	7	-0.6
Cc1ccc(-c2n[nH]c3c2CCC3)cc1	1	-2	-1.0	-2	-11	-1.1	-8	29	4	-1.1
Cc1ccc(NC(=O)CSc2nc3ccccc3nc2N2CCOCC2)cc1	-4	-1	0.5	-3	0	0.1	5	-9	-6	0.1
CC(C)N1CN(c2ccccc2)C(=S)N(c2ccccc2)C1	0	2	0.1	4	-3	0.5	-6	0	1	-0.1
CCC(=O)N1CCc2cc(S(=O)(=O)N3CCCC3)ccc21	3	0	2.0	-3	1	0.5	8	-9	1	-0.7
CCOC(=O)C1=CN(Cc2cccc(-c3ccc(Cl)nc3)c2)S(=O)(=O)N(C)C1C (centres undefined)	4	1	1.6	3	-2	-0.1	3	-7	1	1.9
Cc1noc(C)c1NC(=O)N(C)C[C@H]1Oc2c(NC(=O)Nc3ccc(C(F)(F)F)cc3)cccc2C(=O)N([C@H](C)CO)C[C@@H]1C	-3	-4	-0.6	-10	-2	0.3	14	-6	3	-1.1
CC(C)C[C@@H]1Cc2[nH][nH]c(=O)c2[C@H](c2ccc(Cl)cc2)O1	4	x	-1.4	-4	0	-0.2	-4	x	x	-1.9
CN(C(=O)CN1CCN(c2cnn(-c3ccccc3)c(=O)c2Cl)CC1)C1CCS(=O)(=O)C1 (centres undefined)	-5	3	2.4	-4	1	-0.2	9	-10	-5	-0.8
O=C(c1ccc(Cl)cc1)N1CCN(c2ccc([N+](=O)[O-])c(NCc3cccnc3)c2)CC1	-24	5	-0.5	1	-8	-1.2	0	10	-2	5.3
NC(=O)CSc1ncc(-c2ccccc2)[nH]1	1	-2	0.1	-3	-1	-0.7	2	-5	3	-1.5
CCCCN(CCCC)S(=O)(=O)c1c(C)[nH]c(=O)[nH]c1=O	3	0	1.1	-3	-3	-0.9	13	-7	3	-0.3
